Screening data (PubChem)
Mito fusion yeast = qHTS Assay for Small Molecule Inhibitors of Mitochondrial Division or Activators of Mitochondrial Fusion; S. cerevisiae fusion-defective mutant growth rescue, CellTiterGlo 48 h; Potency, µM (titrated, usually from 46.1 µM), for inactives: top-dose growth rescue (activation), usual class: activators; 0.23% of 320,000 active;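 also: potency is read from the fitted curve at half-maximal effect; % of control where 0% means no effect; nearly all actives have a fitted effect of over 45% in size; temperature-sensitive fusion mutants such as fzo1-1 at 37 °C on non-fermentable ethanol glycerol medium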
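Luminescent cell viability in 1536-well qHTS format served as the measure of rescued growth in ts fusion-mutant S. cerevisiae cultured on non-fermentable YPEG for 48 hours at 37C.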
Tb PFK block = qHTS Assay to Find Inhibitors of T. brucei phosphofructokinase; Potency, µM (top dose mostly 57.5 µM), inactives show top-dose activity, negative = inhibition, usual class: inhibitors; ATP-dependent 6-phosphofructokinase (Trypanosoma brucei brucei), O15648; AID 485367, 2010; T. brucei PFK, ADP-Glo luminescence; 0.17% of 330,000 active;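 also: potency is read from the fitted curve at half-maximal effect; 0% = uninhibited 1x PFK enzyme wells and -100% = no-enzyme wells; nearly all actives have a fitted effect of over 60% in size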
Target sequence (O15648 whole entry, looked up): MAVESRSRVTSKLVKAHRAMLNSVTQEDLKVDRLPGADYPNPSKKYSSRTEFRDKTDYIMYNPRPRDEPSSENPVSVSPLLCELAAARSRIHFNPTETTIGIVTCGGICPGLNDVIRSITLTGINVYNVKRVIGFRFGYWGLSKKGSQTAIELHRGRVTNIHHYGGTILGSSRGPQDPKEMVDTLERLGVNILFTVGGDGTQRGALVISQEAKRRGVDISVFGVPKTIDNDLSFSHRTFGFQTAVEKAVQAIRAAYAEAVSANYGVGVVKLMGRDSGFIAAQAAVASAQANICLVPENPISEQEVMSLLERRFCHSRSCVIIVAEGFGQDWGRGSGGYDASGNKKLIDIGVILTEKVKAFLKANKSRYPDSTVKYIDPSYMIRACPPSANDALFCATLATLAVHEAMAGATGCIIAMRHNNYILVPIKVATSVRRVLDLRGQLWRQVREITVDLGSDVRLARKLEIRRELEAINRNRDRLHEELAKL
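Compounds were pin-transferred as a titration series up to 57 uM into substrate buffer (0.5 mM F6P, 0.1 mM ATP, pH 8.0), then 1.25 nM PFK was added and reactions ran 45 min before ADP-Glo detection.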
Eya2 phos inh = qHTS Assay for Inhibitors of the Phosphatase Activity of Eya2; Protein phosphatase EYA2 (Homo sapiens), O00167; recombinant Eya2, OMFP fluorescence dephosphorylation (OMFP is methylfluorescein phosphate); Potency, µM (titrated, usually from 76.9 µM), for the others: at the top dose activity, negative = inhibition, hits mostly inhibitors; 0.006% of 330,000 active; AID 488837, 2010; also: potency is read from the fitted curve at half-maximal effect; % is scaled to controls: 0 for no effect and ±100 for the full control effect
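Eya2 (0.2 uM) preincubated 10 min at ambient with compound, then OMFP substrate added at 50 uM; 10 min reaction in 50 mM HEPES pH 7.5, 50 mM NaCl, 5 uM MgCl2, 0.05% BSA, 1 mM DTT. Fluorescence read at Ex 485/Em 525 nm.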
PTAP TSG101 blk = qHTS Assay for Iinhibitors of HIV-1 Budding by Blocking the Interaction of PTAP/TSG101 | Tumor susceptibility gene 101 protein (Homo sapiens), Q99816 | Fluorescence polarization, FITC-PTAP peptide / Tsg101 binding | Potency, µM (titrated, usually from 115 µM), inactives show top-dose activity change, negative = inhibition, usual class: inhibitors | 340,000 tested, under 10 active; active = well fitted inhibition curve with a large enough effect in the main read-out, with a control signal flat, not every such curve was filed as active; inconclusive = small, poorly fitted or top-dose-only effect, or effect the other way, or a change in a side signal; inactive = no such curve, though single readings can be large or run the other way; also: potency is read from the fitted curve at half-maximal effect; % of control where 0% means no effect
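Compounds were pin-transferred onto Tsg101 binding domain (10 uM final) in HEPES pH 7.5 buffer, then FITC-PTAP peptide was added at 50 nM final. After 20 min at RT, polarization reported peptide displacement across a qHTS concentration series.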
ELG1 DNA repair = qHTS screen for small molecules that inhibit ELG1-dependent DNA repair in human embryonic kidney (HEK293T) cells expressing luciferase-tagged ELG1 | HEK293T ELG1-luciferase reporter, luminescence, 16 h; DNA damage induced by 5-fluorouridine | Potency, µM (titrated, usually from 46.1 µM), without a hit: at the top dose activity change, negative = inhibition, most hits filed as inhibitors | 2.3% of 330,000 active | AID 504467, 2011; also: potency is read from the fitted curve at half-maximal effect; % is scaled to controls: 0 for no effect and ±100 for the full control effect; nearly all actives have a fitted effect of over 55% in size
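Step one: seed 2,000 cells per well. Step two: pin-transfer compound or DMSO alongside 5-fluorouridine. Step three: incubate 16 hr, 37 °C, 5% CO2. Step four: add ONE-Glo, wait 30 min, read luminescence.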
TCR act = Activators of T cell receptors: qHTS campaign. 330,000 tested, under 10 active. primary human leukocytes, anti-CD3, IL-2 HTRF, 48 h. AID 504894, 2011. Potency, µM (titrated, usually from 9.22 µM), for inactives: at the top dose activation of IL-2 secretion, usual class: activators; also: % of control where 0% means no effect
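Human primary leukocytes + a-CD3 beads + cpd, 48 hr; IL-2 in supernatant by HTRF (ex 320nm / em 665nm). No co-stimulatory signal supplied.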
Integrin act MD = qHTS for Activators of Integrin-Mediated Alleviation for Muscular Dystrophy. 0.064% of 350,000 active. alpha7betagal myoblasts, beta-gal FDG fluorescence, 48 h. Potency, µM (titrated, usually from 38.3 µM), inactives show at the highest dose activation, usual class: activators. AID 624291, 2012;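 also: potency is read from the fitted curve at half-maximal effect; 100% = response of the positive control SU9516; nearly all actives have a fitted effect of over 60% in size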
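alpha7betagal+/- myoblasts (passage 13, 250/well) treated 48 h at 37C with compounds at 1:260 dilution of DMSO stock. Lysed, then beta-galactosidase activity read as FDG fluorescence (ex 480/em 540) after 30 min, with pre-read for autofluorescence.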
AT treatment = qHTS Assay for Identifying a Potential Treatment of Ataxia-Telangiectasia; […] A-T fibroblasts, KAP-1 phosphorylation AlphaLISA; neocarzinostatin DNA damage 30 min before lysis; Potency, µM (titrated, usually from 57.5 µM), for the others: at the top dose activation, most hits filed as activators; 0.19% of 320,000 active; also: potency is read from the fitted curve at half-maximal effect; % of control where 0% means no effect; nearly all actives have a fitted effect of over 45% in size
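ATM-like activity read as KAP-1 phosphorylation via AlphaLISA donor/acceptor antibody pairs after lysis and 6 hr at 25C. Cells were ATM-null patient fibroblasts ([…], hTERT), dosed 60 min, then exposed to the DSB inducer NCS for 30 min.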
TSHR antag = Antagonists of the Thyroid Stimulating Hormone Receptor: HTS campaign | TSHR-expressing cells, TSH-stimulated cAMP HTRF, 2 h; stronger effect = lower value | activity change, negative = inhibition, % at 11.5 µM | 0.2% of 330,000 active | AID 504810, 2011;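 active = activity change below a set negative limit, meaning inhibition stronger than a set level, cut at about -70% in these data; inconclusive = activity change between two set negative limits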; also: % is scaled to controls: 0 for no effect and ±100 for the full control effect
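Inhibition of cAMP made by TSHR-expressing cells under TSH stimulation (4nM final, EC80; 2 h, 37 deg C) is quantified with a one-step lysis HTRF kit, anti-cAMP cryptate versus cAMP-d2.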
BCR signal inh = qHTS Assay to Find Inhibitors of Chronic Active B-Cell Receptor Signaling. ABC-DLBCL IkBa-CBG/CBR reporter, luminescence ratio, 4 h. Potency, µM (series often up to 46.1 µM), for the others: at the highest dose ratio change, negative = lower green/red ratio, actives largely listed as inhibitors. 0.05% of 340,000 active; active = well fitted inhibition curve with a large enough effect in the signal ratio, with a control signal flat, not every such curve was filed as active; inconclusive = small, poorly fitted or top-dose-only effect, or effect the other way, or a change in a side signal; the % refers to the signal ratio;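 also: potency is read from the fitted curve at half-maximal effect; plate controls were basal doxycycline-induced cells for no effect and cells given 10 µM MG132 for full effect; MG132 reads +100%, hits lower the ratio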
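Compounds up to 46 uM were incubated four hours with TMD8 cells whose green CBG68 luciferase is fused to IkappaBalpha; red CBR luminescence normalised the signal, and concentration-effect curves were fitted to fusion, red and ratio data.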
ASM inhibitor = Inhibitors of Secretory Acid Sphingomyelinase (S-ASM): qHTS. placental ASM, HMU-PC fluorogenic substrate, 60 min. Potency, µM (doses to about 57.5 µM), for inactives: top-dose activity change, negative = inhibition, hits mostly inhibitors. 0.006% of 340,000 active. Sphingomyelin phosphodiesterase (Homo sapiens), P17405; also: potency is read from the fitted curve at half-maximal effect
Target sequence (P17405 47-631 limits assumed): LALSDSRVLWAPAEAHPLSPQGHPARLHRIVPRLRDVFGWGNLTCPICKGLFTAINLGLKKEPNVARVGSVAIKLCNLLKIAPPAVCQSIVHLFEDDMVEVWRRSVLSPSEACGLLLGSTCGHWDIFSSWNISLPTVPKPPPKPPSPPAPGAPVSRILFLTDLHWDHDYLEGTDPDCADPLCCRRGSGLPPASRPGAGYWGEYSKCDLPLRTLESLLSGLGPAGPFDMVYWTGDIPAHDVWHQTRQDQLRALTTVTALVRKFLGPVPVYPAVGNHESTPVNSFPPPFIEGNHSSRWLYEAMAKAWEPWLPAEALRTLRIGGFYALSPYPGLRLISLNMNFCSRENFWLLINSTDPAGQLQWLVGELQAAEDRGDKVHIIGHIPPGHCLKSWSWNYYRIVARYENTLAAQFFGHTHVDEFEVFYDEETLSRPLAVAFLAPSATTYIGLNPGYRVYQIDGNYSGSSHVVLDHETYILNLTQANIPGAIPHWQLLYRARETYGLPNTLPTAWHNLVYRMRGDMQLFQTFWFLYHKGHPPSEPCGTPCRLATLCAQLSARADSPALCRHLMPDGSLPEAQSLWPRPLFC
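Fluorescence read-out (Ex 386 nm, Em 447 nm) after stopping the reaction at pH 10. Enzyme: ASM from human placenta; substrate HMU-PC0, 9 uM final; 60 min, 37 °C. Compound preincubation 10 min, ambient temperature.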
An asterisk follows results filed as active; ? = inconclusive; . = not tested or not shown; & = joins results of further samples; [ ] = remark or other dose. Unless noted, calls follow the shape of the dose curve; as a rule, active = well fitted curve in the direction sought with a large enough effect; inconclusive = small, poorly fitted or top-dose-only effect, or another doubt; inactive = no such curve, though single readings can be large; an effect the other way counts as inactive or inconclusive.

1) CN(CC(=O)Nc1cccc(F)c1)C(=O)c1cc(S(=O)(=O)N2CCN(c3ccccc3)CC2)ccc1Cl
2) COc1cccc2c1OCC/C2=N\NC(=O)C(C)Oc1ccc([N+](=O)[O-])cc1 (configuration not stated)
3) O=C(Cc1ccc([N+](=O)[O-])cc1)Nc1ccc(Cl)cc1
4) Cc1ccc(NC(=O)CN(C)C(=O)c2ccc(Sc3nncn3C)c([N+](=O)[O-])c2)cc1
5) O=C(CSc1nnc(-c2ccco2)o1)NC1CCCCC1
6) O=C(O)CC1S/C(=N\N=C2CCCCCC2)N(c2ccccc2)C1=O (configuration not stated)
7) COCCCN1C2=C(C(=O)CC(C)(C)C2)C(c2ccc(OC)c(OC)c2)C2=C1CC(C)(C)CC2=O
8) CCOc1ccc(NC(=O)CSc2nnc(-c3ccoc3C)n2CC2CCCO2)cc1 (configuration not stated)
Screen / compound no.	1	2	3	4	5	6	7	8
Mito fusion yeast	2%	-4%	3%	2%	-3%	0%	-3%	-3%
Tb PFK block	-6%	-4%	-22%	-10%	-1%	1%	4%	-1%
Eya2 phos inh	-5%	-3%	7%	9%	-3%	-9%	8%	-1%
PTAP TSG101 blk	0%	-1%	0%	-5%	-1%	-4%	0%	-1%
ELG1 DNA repair	?	?	0%	30%	1%	12%	1%	10%
TCR act	-6%	3%	2%	5%	-4%	0%	2%	3%[46.1 µM]
Integrin act MD	-17%	-17%	11%	-19%	26%	-13%	23%	-12%
AT treatment	2%	0%	3%	-1%	.	-4%	-5%	1%
TSHR antag	-22	-1	-9	6	.	-7	-27	3
BCR signal inh	1%	?	6%	-2%	2%	7%	4%	-2%
ASM inhibitor	?	-2%	-3%	0%	0%	-2%	78%[activator]	5%

9) Nc1nc(C2CC(=O)OC23CCCCC3)cs1 (configuration not stated)
10) O=C1C2C(C(=O)N1/N=C/c1ccc([N+](=O)[O-])o1)C1C=CC2C12CC2 (configuration not stated)
11) COc1cc(C(C(=O)NC2CCCCC2)N(C(=O)Cc2c[nH]c3ccccc23)c2ccccc2C)cc(OC)c1OC (configuration not stated)
12) O=C(/C=C/c1cc[n+](CC(=O)c2ccc3cccc4c3c2CC4)cc1)c1ccc2cccc3c2c1CC3
13) N#C/C(=C(/O)Cc1ccccc1)P(=O)(c1ccccc1)c1ccccc1
14) O=c1c2cccnc2n(-c2ccccc2)n1Cc1c(Cl)cccc1Cl
15) Cc1csc(=O)n1CC(=O)OCC(=O)Nc1cc(S(=O)(=O)N2CCOCC2)ccc1Cl
16) COc1cc(C2C(C(=O)Nc3ccccc3OC)=C(C)Nc3ncnn32)ccc1O (configuration not stated)
Screen / compound no.	9	10	11	12	13	14	15	16
Mito fusion yeast	-1%	1%	-3%	-7%	3%	-4%	6%	0%
Tb PFK block	0%	-1%	-10%	14%	0%	-3%	-3%	-4%
Eya2 phos inh	-3%	-2%	11%	8%	-8%	9%	10%	-22%
PTAP TSG101 blk	0%	-5%	-3%	-1%	-7%	2%	1%	2%
ELG1 DNA repair	2%	-6%	0%	-17%	-29%	-2%	15%	-14%
TCR act	-5%[46.1 µM]	-3%[46.1 µM]	-5%	2%	0%	3%	0%	10%
Integrin act MD	-12%	-51%[inhibitor]	11%	5%	-8%	5%	12%	22%
AT treatment	1%	11%	-3%	8%	-4%	7%	10%	5%
TSHR antag	-2	-2	-7	-9	-8	-7	-11	7
BCR signal inh	-6%	?	-16%	2%	17%	-4%	0%	-23%
ASM inhibitor	1%	0%	-1%	?	2%	-1%	-2%	30%[activator]

17) Cc1nn(-c2ccccc2)c(C)c1/C=N/n1c(-c2ccc(Cl)cc2)n[nH]c1=S
18) COCCN(CC1CCCN(C2Cc3ccccc3C2)C1)C(=O)CCSC (configuration not stated)
19) C=CCOc1ccc2c(c1)c(=O)cc(C(=O)O)n2CC
20) Cc1cc(C(=O)Cn2nc(C(=O)O)c3ccccc3c2=O)c(C)n1-c1ccc(F)cc1
21) COc1ccc(CCn2c(SCC(=O)Nc3cc(C)on3)nc3ccccc3c2=O)cc1OC
22) CCOc1ccc(-n2c(C)cc(/C=N/N(C)C)c2C)cc1
23) CCOC(=O)c1[nH]cnc1C(=O)Nc1cccc(OC)c1
24) CN(C(=O)c1ccc(NC(=O)Cc2cccc(NC(=O)C3CCCN(C(=O)C4CC4)C3)c2)cc1)C1CCCC1 (configuration not stated)
Screen / compound no.	17	18	19	20	21	22	23	24
Mito fusion yeast	0%	-2%	2%	1%	-5%	-3%	-1%&1%	2%
Tb PFK block	0%	0%	-1%	7%	1%	-1%	2%	0%
Eya2 phos inh	2%	1%	-17%	-2%	15%	0%	2%	-7%
PTAP TSG101 blk	0%	-6%	-4%	0%	0%	-2%	-2%	-2%
ELG1 DNA repair	-10%	-2%	5%	?	4%	-6%	1%	-3%
TCR act	6%[46.1 µM]	-3%	8%	1%[46.1 µM]	0%	2%	0%	-2%
Integrin act MD	-21%	24%	-23%	-43%	16%	-47%[inhibitor]	39%	21%
AT treatment	2%	2%	7%	-1%	2%	-3%	21%	4%
TSHR antag	-3	4	-7	9	-7	-6	15	-3
BCR signal inh	-13%	3%	7%	-1%	-1%	-1%	0%&10%	3%
ASM inhibitor	-1%	6%	6%	-19%	-1%	-4%	-2%	0%

25) CN1CCN(c2oc(-c3ccco3)nc2S(=O)(=O)c2ccccc2)CC1
26) COc1cccc(-n2c(C)cc(/C=C3\C(=N)N4N=C(CC(=O)N5CCOCC5)SC4=NC3=O)c2C)c1
27) Cc1ccc(S(=O)(=O)N2CCN(CC(O)c3ccccc3)CC2)cc1C (configuration not stated)
28) N=c1ncn(CC(O)CO)c2nc(N3CCOCC3)[nH]c12 (configuration not stated)
29) O=C(Nc1ccc(C(=O)N2CCN(c3ccc(F)cc3)CC2)cc1)C1=CSCCO1
30) O=C(COC(=O)c1cc([N+](=O)[O-])ccc1N1CCOCC1)c1ccccc1
31) CC(=O)c1cccc(N(CC(=O)NC2CCCC2)C(=O)c2ccc(C)s2)c1
Screen / compound no.	25	26	27	28	29	30	31
Mito fusion yeast	0%	0%	2%	0%	29%	3%	-4%
Tb PFK block	0%	-3%	1%	-3%	2%	5%	0%
Eya2 phos inh	17%	5%	9%	1%	5%	-8%	18%
PTAP TSG101 blk	0%	-7%	-2%	-7%	-2%	-1%	-4%
ELG1 DNA repair	1%	-1%	-2%	14%	13%	?	?
TCR act	-17%	2%	-4%	1%	-3%	-4%	-4%
Integrin act MD	-21%	-16%	-11%	6%	-35%	1%	0%
AT treatment	-6%	-4%	-1%	-2%	-4%	-4%	-3%
TSHR antag	5	-5	2	1	0	10	-19
BCR signal inh	2%	12%	1%	-15%	-11%	?	0%
ASM inhibitor	3%	0%	6%	2%	-4%	-4%	-3%

Pulled one by one from the list above:
20) Cc1cc(C(=O)Cn2nc(C(=O)O)c3ccccc3c2=O)c(C)n1-c1ccc(F)cc1
21) COc1ccc(CCn2c(SCC(=O)Nc3cc(C)on3)nc3ccccc3c2=O)cc1OC
Screen / compound no.	20	21
Mito fusion yeast	1%	-5%
Tb PFK block	7%	1%
Eya2 phos inh	-2%	15%
PTAP TSG101 blk	0%	0%
ELG1 DNA repair	?	4%
TCR act	1%[46.1 µM]	0%
Integrin act MD	-43%	16%
AT treatment	-1%	2%
TSHR antag	9	-7
BCR signal inh	-1%	-1%
ASM inhibitor	-19%	-1%
